# ALOX12 inh: Primary qHTS assay for inhibitors of human arachidonate 12S-lipoxygenase (ALOX12): Round 2; purified 12hLO, xylenol orange hydroperoxide absorbance; Potency, µM (doses to about 108 µM), without a hit: top-dose activity change, negative = inhibition, hits mostly inhibitors; 580,000 tested, 1.1% active; AID 1671190, 2021; further: potency means the concentration at half of the fitted maximal effect; on the % scale 0 is the no-effect control and ±100 the full control effect
# Target sequence (P18054 whole entry, looked up): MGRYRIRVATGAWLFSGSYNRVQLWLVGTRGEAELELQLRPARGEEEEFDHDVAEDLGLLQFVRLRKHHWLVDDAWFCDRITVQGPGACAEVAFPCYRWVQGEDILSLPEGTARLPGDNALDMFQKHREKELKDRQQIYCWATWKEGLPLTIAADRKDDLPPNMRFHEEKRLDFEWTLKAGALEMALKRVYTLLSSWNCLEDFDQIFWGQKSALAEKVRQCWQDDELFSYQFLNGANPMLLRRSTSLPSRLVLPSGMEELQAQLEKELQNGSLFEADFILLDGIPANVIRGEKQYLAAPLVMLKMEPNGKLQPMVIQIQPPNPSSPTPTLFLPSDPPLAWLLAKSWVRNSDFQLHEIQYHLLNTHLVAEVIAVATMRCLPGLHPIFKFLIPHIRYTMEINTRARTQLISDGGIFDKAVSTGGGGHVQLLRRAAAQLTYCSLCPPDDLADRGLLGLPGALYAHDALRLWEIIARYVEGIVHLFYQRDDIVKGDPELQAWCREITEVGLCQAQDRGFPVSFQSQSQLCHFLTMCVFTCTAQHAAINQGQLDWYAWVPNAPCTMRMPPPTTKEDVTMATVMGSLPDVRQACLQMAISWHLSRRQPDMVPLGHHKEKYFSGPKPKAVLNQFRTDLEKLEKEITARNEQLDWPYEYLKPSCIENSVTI
#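 Purified human 12hLO (150 nM final) in 25 mM Hepes, 0.01% Triton X-100, pH 7.0 was preincubated 15 min at room temperature with compound. Then 40 uM arachidonic acid was added, 30 min. Hydroperoxide was read by Fe-XO absorbance ratio 573/405 nm.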
# LDHA inh: qHTS assay for inhibitors of human lactate dehydrogenase | L-lactate dehydrogenase A chain (Homo sapiens), P00338 | purified LDHA, NADH/diaphorase-resazurin fluorescence; active compounds read low | activity change, % (values are at about 110 or 230 µM) | 480,000 tested, 0.15% active | AID 1347041, 2019; in the data active means activity change below about -30%; inconclusive means mostly about -25% to -30%;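 further: plate controls were DMSO wells for no effect and wells without enzyme for full effect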
#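 LDH5 2 nM; NADH 0.06 mM, pyruvate 0.2 mM; 200 mM Tris pH 7.4, EDTA, Tween-20; 5 min RT. Detection: diaphorase 0.133 mg/mL + resazurin 37 µM, fluorescence ex540/em590 at 0 and 20 min; normalized to enzyme-free and DMSO wells.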
# Vif-APOBEC3G blk: qHTS for Inhibitors of Vif-A3G Interactions: qHTS; HeLa A3G-eYFP + Vif (tagged APOBEC3G with the HIV-1 protein that degrades it), YFP fluorescence, overnight; Potency, µM (highest dose often 46.1 µM), inactives show at the highest dose activity, negative = active, hits mostly inhibitors; 410,000 tested, 0.076% active;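 further: potency means the concentration at half of the fitted maximal effect; on the % scale 0 is the no-effect control and ±100 the full control effect; nearly all actives have a fitted effect of over 60% in size; hits raise eYFP signal because A3G escapes Vif-driven loss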
# Target sequence (Q9HC16 whole entry, looked up): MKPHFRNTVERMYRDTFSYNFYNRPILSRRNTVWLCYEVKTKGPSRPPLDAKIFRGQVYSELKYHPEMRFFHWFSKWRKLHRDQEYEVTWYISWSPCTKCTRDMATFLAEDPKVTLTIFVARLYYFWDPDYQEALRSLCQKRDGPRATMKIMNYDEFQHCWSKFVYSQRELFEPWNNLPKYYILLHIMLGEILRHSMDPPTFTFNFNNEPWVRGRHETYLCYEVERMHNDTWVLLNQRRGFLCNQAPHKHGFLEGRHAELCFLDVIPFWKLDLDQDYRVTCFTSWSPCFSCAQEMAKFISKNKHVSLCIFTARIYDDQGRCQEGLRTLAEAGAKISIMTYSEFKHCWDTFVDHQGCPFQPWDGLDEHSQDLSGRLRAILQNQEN
#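 Read-out is eYFP fluorescence (Ex 488/Em 500-530) from Vif-expressing HeLa A3G-eYFP cells; more signal means A3G escaped Vif-mediated degradation. Cells plated overnight, compound pinned in, incubated overnight at 37 deg C.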
# Vif-APOBEC3F blk: qHTS for Inhibitors of Vif-A3F Interactions: qHTS | AID 602313, 2012 | 390,000 tested, 0.2% active | Potency, µM (highest dose often 46.1 µM), without a hit: top-dose activity, negative = active | HeLa A3F-eYFP + Vif (tagged APOBEC3F with the HIV-1 protein that degrades it), YFP fluorescence increase; further: potency means the concentration at half of the fitted maximal effect; % of control where 0% means no effect; nearly all actives have a fitted effect of over 65% in size
#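 HeLa cells stably expressing A3F-eYFP plus Vif, plated and incubated overnight at 37 deg C, then exposed to compounds overnight at 37 deg C. Blocked degradation read as raised yellow fluorescence (Ex 488/Em 500-530).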
# D2 antagonist: HTS Assay for Allosteric Antagonists of the Human D2 Dopamine Receptor: Primary Screen for Antagonists; 340,000 tested, 2% active; HEK293 TREx D2 cells, calcium flux, dopamine EC80; D(2) dopamine receptor (Homo sapiens), P14416; inhibition, % at 10 µM; AID 485344, 2010; in the data active means inhibition above about 30%; further: 0% is about no effect
#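 In this primary screen, negative modulation is detected by tracking calcium flux after an EC80 dopamine challenge in inducible HEK293 T-REx D2 cells preexposed to test compound for 180 s.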
# ERG Ets-DNA blk: qHTS for Small Molecule Inhibitors of the ERG Ets/DNA interaction. fluorescence polarization, His-ERG Ets domain / labelled DNA. 370,000 tested, 0.028% active. Transcriptional regulator ERG (Homo sapiens), P11308. AID 624246, 2012. Potency, µM (top dose mostly 76.9 µM), inactives show at the highest dose FP activity, negative = inhibition, actives largely listed as inhibitors; active means well fitted inhibition curve with a large enough effect in the polarisation, with a control signal flat; inconclusive means small, poorly fitted or top-dose-only effect, or effect the other way, or a change in a side signal; inactive means no such curve, though single readings can be large or run the other way; the % refers to the polarisation;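 further: polarization taken with two DNA probes labelled with fluorescein and Texas red; potency means the concentration at half of the fitted maximal effect; % of control where 0% means no effect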
#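 His-tagged ERG Ets domain (1 uM in the protein solution; 300mM KCl, 50mM Tris-HCl, 1mM EDTA, 1mM DTT, pH 7.5) received compound, then a probe mix of 5 nM fluorescein-DNA and 100nM Texas-615-DNA. Fluorescence polarization was read for both dyes.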
# RGS4 inh: Inhibitors of Regulator of G Protein Signaling (RGS) 4: qHTS; Regulator of G-protein signaling 4 (Homo sapiens), P49798; Transcreener GDP fluorescence polarization, RGS4-accelerated GTP hydrolysis; Potency, µM (titrated, usually from 114 µM), inactives show top-dose activity change, negative = inhibition, most hits filed as inhibitors; 390,000 tested, 0.039% active; AID 504845, 2011; further: potency means the concentration at half of the fitted maximal effect; on the % scale 0 is the no-effect control and ±100 the full control effect; nearly all actives have a fitted effect of over 75% in size; some results filed as inactive show a strong effect at the top dose
#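 MLSMR compounds (23 nl, pin-transferred) preincubated 10 min at room temperature with a 500nM (2x) first reagent, then RGS4 at 900nM (2x) plus Transcreener GDP mix added; fluorescence polarization (620/688 nm) read before and after 90 min at 30 °C.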
# D2 agonist: HTS Assay for Allosteric Agonists of the Human D2 Dopamine Receptor: Primary Screen for Agonists | D(2) dopamine receptor (Homo sapiens), P14416 | HEK293 T-REx D2 cells, calcium flux agonist mode | activation, % at 2 µM | 340,000 tested, 0.53% active;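 active means activation over 3 SD above normal in the single-dose calcium agonist read, cut at about 30% in these data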; further: 0% is about no effect
#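 Agonism is scored from calcium flux in a force-coupled, inducible HEK293 cell line expressing D2, read kinetically for 180 s after compound addition against dopamine controls.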
# GRP78 ERSR act: qHTS for Inducers of the Endoplasmic Reticulum Stress Response (ERSR) in Human Glioma: qHTS | Potency, µM, inactives show at the highest dose activation, usual class: activators | 420,000 tested, 0.02% active | U87-MG GRP78 promoter luciferase reporter, 16 h; further: potency means the concentration at half of the fitted maximal effect; series mostly up to about 76 µM; % of control where 0% means no effect; nearly all actives have a fitted effect of over 35% in size
#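 Stably transfected U87-MG glioma cells carrying a GRP78-based luciferase sensor; 16 h compound incubation. Luminescence end-point read 10 min after Bright-Glo addition at room temperature.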
# Active calls of the source: *; ? = inconclusive; . = no result given; & = joins results of further samples; [ ] = remark or other dose. Unless noted, the call rests on the fitted dose curve; in most records, active means well fitted curve in the direction sought with a large enough effect; inconclusive means small, poorly fitted or top-dose-only effect, or another doubt; inactive means no such curve, though single readings can be large; an effect the other way counts as inactive or inconclusive. Some of the compounds tested; count on the stated rates, not on these rows.
# Each structure is followed by: ALOX12 inh	LDHA inh	Vif-APOBEC3G blk	Vif-APOBEC3F blk	D2 antagonist	ERG Ets-DNA blk	RGS4 inh	D2 agonist	GRP78 ERSR act
- CCOc1ccccc1NC(=O)Cn1c(=O)ccc2cc(S(=O)(=O)N3CCC(C)CC3)ccc21
    ?	-1	0%	0%	.	0%	5%	1.1	-4%
- C=CCc1c(C)nc2c(C)cccc2c1SC(=N)N
    0%	-5	0%	5%	3	9%	-27%	-1.3	-6%
- O=C(O)c1ccc(N2C(=O)/C(=C/C=C/c3ccccc3)SC2=S)cc1
    -29%	0	-5%	1%	-5	23%	-48%	0.3	-5%
- CN(C)c1ccc(CNc2nc3ccccc3n2C)cc1
    -24%	1	2%	-14%	.	.	.	.	-4%
- CC(C)(C)c1ccc(OCCC(=O)NCC(c2cccs2)N2CCOCC2)cc1 (centres undefined)
    3%	-6	0%	-12%	-1	9%	-5%	0.2	-1%
- O=C(c1ccc2n[nH]nc2c1)N1CCN(c2ccc(C(F)(F)F)cn2)CC1
    183%[activator]	1	-1%	-4%	1	7%	-9%	0.1	-5%
- CCCC1CCC(=NNS(=O)(=O)c2ccc(C)c([N+](=O)[O-])c2)CC1 (centres undefined)
    ?	0	-10%	0%	-1	-2%	?	0.2	-3%
- Cc1nc2scc(C)n2c(=O)c1S(=O)(=O)NCc1ccccc1
    28%	-3	1%	9%	-3	7%	17%	0.8	-7%
- O=C(c1ccc(Cl)cc1)C1CCN(C(=O)c2ccccc2F)CC1
    -5%	-2	8%	-1%	.	-4%	-5%	.	-1%
- Cc1c(NC(=S)NC(=O)c2cc3ccccc3o2)c(=O)n(-c2ccccc2)n1C
    ?	-10	-4%	-11%	2	0%	3%	0.7	-2%
- CCc1ccc(NC(=O)CCC(=O)c2ccccc2)cc1
    0%	-1	1%	-9%	1	-13%	-14%	0.2	-1%
- Cc1ccc(N2C(=O)CSC2c2cccnc2)c(Cl)c1 (centres undefined)
    2%	-2	?	4%	-4	1%	18%	-1.9	-5%
- Cc1oc(-c2cccc(Cl)c2)nc1CN1CCC(C(=O)N2CCN(c3ccccc3F)CC2)CC1
    -16%	8	-9%	-2%	-20	6%	-11%	0.0	-3%
- COc1ccccc1C(=O)N/C(=C\c1cn(S(=O)(=O)N(C)C)c2ccccc12)C(=O)N1CCCCC1
    2%	-3	-1%	-26%	1	15%	-5%	0.5	-2%
- COc1c(C)cc(C(=O)C2CCCN(C(=O)c3ccc4[nH]ccc4c3)C2)cc1C (centres undefined)
    1%	-2	-2%	-3%	5	17%	15%	-1.1	-3%
- COc1ccc2nc3ccccc3[n+]([O-])c2c1
    ?	7	5%	3%	.	1%	-16%	.	-1%
- COc1ccc(CNC(=O)C2CCCN2C(=O)NC2CCCCC2)cc1 (centres undefined)
    0%	0	-2%	-3%	19	1%	-25%	0.9	-1%
- CCN(CC(=O)NCc1cccs1)C(=O)CCCOc1ccccc1
    7%	1	-2%	7%	25	-7%	5%	-0.3	2%
- COc1cccc(CCc2nnc(CCC(=O)NCCc3cccc(C)n3)o2)c1
    -2%	-11	0%	-6%	4	0%	10%	1.0	4%
- CCOc1ccc(OCC)c(NC(=O)CSCCc2ccccn2)c1
    12%	-2	-1%	-8%	-15	-3%	13%	-1.1	2%
- Nc1nc(NC(=O)Cc2ccccc2)nn1-c1ccccc1
    29%	-4	0%	-3%	-10	4%	-2%	0.0	2%
- COc1ccc(NC(=O)CC2SC(=Nc3ccccc3)NC2=O)c(OC)c1 (centres undefined)
    -12%	-7	-12%	4%	6	6%	2%	-0.5	0%
- C=CCn1c(CNS(=O)(=O)c2ccc(F)cc2)n[nH]c1=S
    ?	-3	1%	-5%	3	-5%	-27%	0.2	-4%
- O=C(NCCCN1CCOCC1)c1cc(C(=O)C2CC2)c[nH]1
    -12%	1	0%	1%	3	-7%	-5%	0.0	-1%
- N#CCCN(Cc1cccnc1)C(=O)Nc1cccc(Cl)c1
    0%	0	0%	1%	5	0%	42%	0.6	4%
- CSc1nc2cc(S(=O)(=O)N3CCCCC3)ccc2s1
    12%	-3	3%	14%	-15	-1%	-14%	0.4	-3%
- Cc1ccc(CNC(=O)Cn2cccc2C(=O)c2ccccc2)cc1
    0%	-13	-1%	-6%	-15	0%	21%	-0.8	-2%
- COc1ccc(CN(C)C[C@@H]2OCc3cnnn3CCCC(=O)N([C@@H](C)CO)C[C@H]2C)cc1
    24%	-11	3%	1%	.	.	.	.	3%
- CCCCc1nc(SCC(=O)N2CCCC2)c2c(=O)n(C)c(=O)n(C)c2n1
    .	-8	-1%	-3%	-13	-1%	43%	0.9	-4%
- CCCCCN(C(=O)CCC(=O)OCCOc1ccccc1Cl)c1c(N)n(CCCC)c(=O)[nH]c1=O
    -10%	-7	0%	2%	-1	-6%	-15%	1.0	-2%
- Cc1ccc(-c2nc3sc4c(c3c(=O)n2N)CCCC4)cc1
    -22%	3	0%	-6%	-7	-4%	19%	-0.3	1%
- Cc1cccc(NS(=O)(=O)c2ccc3c(c2)NC(=O)CC(=O)N3)c1
    -5%	-6	0%	8%	2	-9%	21%[56.9 µM]	1.7	1%
- CN(Cc1cccc2cnccc12)C(=O)c1cc(COc2ccc(F)cc2Cl)on1
    -4%	-1	3%	1%	-13	6%	14%[11.4 µM]	-0.1	4%
- COc1ccc(C)cc1NC(=O)CN1CCN(CC(=O)Nc2ccccc2F)CC1
    -6%&-15%	-3&-4	-2%&0%	6%&2%	3	8%&1%	3%&-14%	1.4&0.2	-4%&-4%
- Cc1nn(Cc2ccc(Cl)cc2)c(C)c1NC(=O)c1c(-c2ccccc2)noc1C
    ?	-6	3%	2%	-21	-12%	4%	0.9	-3%
- COc1ccc(NC(=O)c2cn(CC(C)C)c(=O)c3cc(OC)c(OC)cc23)cc1Cl
    -16%	-5	-1%	3%	.	1%	4%	-0.5	-1%
- COc1cc(CC(=O)OCC(=O)N2CC(=O)Nc3ccccc32)cc(OC)c1OC
    6%	1	2%	-18%	-4	-9%	2%	0.4	-2%
- O=C1Cc2c([nH]c3ccc(Br)cc23)-c2ccccc2N1
    ?	1	-23%	?	.	25%	?	.	?
- C[C@@H]1CN([C@H](C)CO)C(=O)CCCn2nncc2CO[C@H]1CN(C)C(=O)c1ccncc1
    22%	-2	-1%	5%	.	.	.	.	-4%
- Cn1c(=O)oc2cc(S(=O)(=O)N3CCCC(C(=O)Nc4nccs4)C3)ccc21 (centres undefined)
    ?	-2	-1%	-7%	2	10%	1%	-2.1	-5%
- CC1(c2ccc([N+](=O)[O-])cc2)Nc2ccccc2S1 (centres undefined)
    ?	-6	-4%	1%	.	-5%	?	.	?
- O=C(NCCc1c[nH]c2ccccc12)N[C@@H](Cc1ccccc1)C(=O)O
    ?	0	-6%	4%	24	14%	3%	-1.7	-4%
- Cn1c(=O)c2c(nc(CN3CCN(C(=O)c4ccco4)CC3)n2Cc2cccc(Cl)c2)n(C)c1=O
    -5%	-1	-8%	-2%	1	4%	-19%	-0.3	-3%
- COc1ccc2c(c1)CCCN2C(N)=O
    8%	3	1%	5%	-10	.	27%	-0.5	-2%
- COc1ccc(N2CCN(C(=O)c3ccc(Br)o3)CC2)cc1
    5%	5	1%	1%	6	-8%	-13%	-0.4	-2%
- CSc1nncn1/N=C/c1ccccc1F
    0%	-2	1%	2%	-11	-13%	-5%	-0.6	-3%
- O=C1CCc2cc(S(=O)(=O)Nc3ccc(F)cc3)cc3c2N1CC3
    0%	1	-3%	7%	-5	4%	2%	-0.7	-3%
- O=C1CNC(=O)/C(=C/c2ccco2)N1
    16%	0	-3%	4%	-11	-5%	-7%	1.9	1%
- Cc1cc(C(=O)CSc2nc(N)cc(=O)[nH]2)c(C)n1CC1CCCO1 (centres undefined)
    -7%	-5	-1%	-10%	.	6%	1%	.	-1%
- COCC(C)n1c(SCC(=O)NCCC2=CCCCC2)nc2ccccc2c1=O (centres undefined)
    32%[activator]	-3	0%	-3%	-5	-1%	4%	0.0	-5%
- CCC(C)C(NC(=O)OC(C)(C)C)C(=O)NC(C(=O)NC(C)C(N)=O)C(C)C (centres undefined)
    -13%	-7	3%	-21%	-15	10%	-1%[56.9 µM]	1.8	-3%
- COc1cc(C(C)=O)ccc1OCC(=O)OCCCOC(=O)COc1ccc(C(C)=O)cc1OC
    3%	-2	-1%	-29%	-6	-1%	19%	0.7	-4%

# Compound activity: PubChem, National Center for Advancing Translational Sciences (NCATS)
